PME-1 primary: PME-1 (human) inhibition | Q9Y570 | recombinant PME-1, FP-Rh probe fluorescence polarization | inhibition, % at 5.9 µM | hit rate 0.53% among 320,000;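 active = inhibition above the campaign mean of all compounds plus 3 SD, cut at about 26% in these data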;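 also: competitive labeling of PME-1 active site by serine hydrolase directed probe; 0% = PME-1 with DMSO and 100% = wells lacking PME-1 enzyme; inhibitors block probe labeling so polarization falls and inhibition rises; many of its hits are not listed in these tables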
Target sequence (Q9Y570 whole entry, looked up): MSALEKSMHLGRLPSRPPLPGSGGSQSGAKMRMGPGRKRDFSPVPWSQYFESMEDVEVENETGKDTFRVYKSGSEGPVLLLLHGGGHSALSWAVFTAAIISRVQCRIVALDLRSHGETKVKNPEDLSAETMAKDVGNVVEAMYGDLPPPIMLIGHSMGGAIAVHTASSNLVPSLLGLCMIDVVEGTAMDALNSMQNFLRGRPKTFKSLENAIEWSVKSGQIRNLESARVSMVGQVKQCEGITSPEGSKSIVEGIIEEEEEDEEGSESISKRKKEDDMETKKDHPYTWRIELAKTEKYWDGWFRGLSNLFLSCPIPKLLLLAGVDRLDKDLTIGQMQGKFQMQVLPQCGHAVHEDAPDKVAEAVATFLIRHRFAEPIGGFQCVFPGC
MCL1 BIM primary: disrupts human MCL1 binding to BIM-BH3 peptide. Q07820. GST-MCL1 / FITC-Bim-BH3 fluorescence polarization. inhibition, % at 10.9 µM. hit rate 0.68% among 320,000. AID 2057;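 active = inhibition above the mean inhibition of all tested compounds plus 3 SD, set per campaign, cut at about 40% in these data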;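 also: 0% = DMSO wells and 100% = unlabeled Bim-BH3 peptide control; higher means more loss of mP so more displacement of Bim peptide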
Fam108B inh: Fam108B inhibition, counter-screen for RBBP9 inhibitors. recombinant Fam108B, FP-Rh probe fluorescence polarization. inhibition, % at 9.51 µM. hit rate 0.33% among 300,000. AID 1947;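 active = inhibition above the screen mean inhibition plus 3 SD, computed separately per campaign, cut at about 18% in these data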;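 also: inhibitors lower polarization as less probe binds the enzyme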
BCLXL inh: Bcl-xL (human) inhibition; AID 2129; hit rate 0.7% among 320,000; Q07817; GST-Bcl-xL / FITC-Bim BH3 peptide fluorescence polarization; inhibition, % at 10.9 µM;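 active = inhibition above the mean of all tested compounds plus 3 SD, cutoff set per campaign, cut at about 30% in these data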;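 also: 0% = DMSO wells and 100% = unlabeled Bim-BH3 peptide competitor; inhibitors lower millipolarization by displacing the labeled peptide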
Target sequence (Q07817 whole entry, looked up): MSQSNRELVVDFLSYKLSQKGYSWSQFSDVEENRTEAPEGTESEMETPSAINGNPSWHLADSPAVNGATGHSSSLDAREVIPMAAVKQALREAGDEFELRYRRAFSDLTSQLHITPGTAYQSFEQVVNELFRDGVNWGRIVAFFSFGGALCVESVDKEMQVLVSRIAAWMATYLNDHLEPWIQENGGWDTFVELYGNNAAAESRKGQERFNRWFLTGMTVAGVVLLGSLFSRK
Efflux pump inh: antifungal efflux pump inhibition, Nile Red retention | S. cerevisiae Candida pump triplex | inhibition, % at 10 µM | hit rate 0.44% among 330,000;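 active = plate passing quality check with inhibition over a set limit, or well fluorescence over plate mean plus 4 SD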;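 also: Nile Red retained in pooled yeast measured as flow cytometry median fluorescence; 0% = buffer negative control and 100% = Enniatin B positive control; higher means more Nile Red kept so more efflux inhibition; some compounds called inactive have numbers as strong as hits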
VLA-4 inh: inhibition in a human VLA-4 binding assay. AID 2557. VLA-4 expressing cells, ligand binding flow cytometry. hit rate 0.2% among 330,000. inhibition, % (about 7 µM as worked out from the volumes in the protocol); in the data active = inhibition above about 50%
GLD-1 TGE inh: GLD-1-TGE RNA interaction inhibition (C. elegans); purified GLD-1 + fluorescein TGE RNA, fluorescence polarization; Q17339; hit rate 0.44% among 320,000; inhibition, % at 5.96 µM;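 active = percent inhibition above a per-plate cutoff, the plate mean of test compounds plus 3 SD, cut at about 30% in these data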;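 also: 0% = DMSO wells with GLD-1 and probe and 100% = wells lacking GLD-1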
GRK2 inh: human GRK2 inhibition via aptamer displacement | P25098 | bead flow cytometry, FAM-aptamer displacement from GRK2 | inhibition of aptamer binding, % at 10 µM | hit rate 0.59% among 330,000 | AID 488847;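 active = inhibition of aptamer binding above 40%, roughly 3 SD of noise, on plates passing a quality check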;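 also: median bead fluorescence of bound FAM aptamer so fluorescent compounds give negative values; no value below 0 was filed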
MEX-5 binding: C. elegans MEX-5 TCR-2 RNA binding activity; activity score (negative = inhibition of binding), % at 10 µM; AID 1832; hit rate 0.38% among 300,000; MEX-5/FITC-TCR2 RNA binding, fluorescence polarization; hits give low values;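 active = inhibition past about -25% in most replicates, and total fluorescence under double the plate's negative control median, limit read from the data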;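 also: 0% = DMSO and -100% = 5 µM competing unlabeled TCR2 RNA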
Target sequence (Q9XUB2 whole entry, looked up): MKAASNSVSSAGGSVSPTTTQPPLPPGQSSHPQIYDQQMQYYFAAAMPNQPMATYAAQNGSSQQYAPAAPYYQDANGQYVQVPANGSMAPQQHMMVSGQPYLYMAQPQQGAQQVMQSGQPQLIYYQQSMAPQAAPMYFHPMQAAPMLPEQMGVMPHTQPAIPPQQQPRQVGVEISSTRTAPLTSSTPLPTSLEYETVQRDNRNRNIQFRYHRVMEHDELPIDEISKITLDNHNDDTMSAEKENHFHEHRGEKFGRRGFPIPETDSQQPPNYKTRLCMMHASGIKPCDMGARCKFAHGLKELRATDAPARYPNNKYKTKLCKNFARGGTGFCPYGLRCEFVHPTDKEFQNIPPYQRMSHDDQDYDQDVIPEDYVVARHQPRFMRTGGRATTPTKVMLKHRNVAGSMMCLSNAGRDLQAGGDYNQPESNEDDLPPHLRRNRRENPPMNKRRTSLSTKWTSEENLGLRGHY
* marks the source's active call; other numbers are inactive results; x = not tested or not shown. This is a subset; rates above refer to the full screens.

SMILES	PME-1 primary	MCL1 BIM primary	Fam108B inh	BCLXL inh	Efflux pump inh	VLA-4 inh	GLD-1 TGE inh	GRK2 inh	MEX-5 binding
Cn1nnnc1SCC(=O)Nc1nc2ccccc2s1	-3	-9	1	0	0.1	3	-1	3	-0.1
Cc1cc(C)nc(N2CCCC(C(=O)Nc3ccc(F)cc3)C2)n1 (stereo not given)	1	5	4	5	0.0	-4	-9	0	1.5
COc1cc(C(=O)NCC(=O)OCc2ccc(F)cc2)cc(OC)c1OC	x	x	x	x	0.3	14	2	0	x
O=C(c1cccnc1)N1CCc2ccccc21	-1	2	0	2	0.0	-15	-8	0	1.8
COC(=O)c1sc(N2C(=O)C(=O)/C(=C(/O)c3ccccc3)C2c2ccco2)nc1C (stereo not given)	0	16	0	6	0.0	2	3	1	0.5
CN(CC(=O)Nc1cccc(F)c1)C(=O)c1cccc(S(=O)(=O)N2CC3(C)CC2CC(C)(C)C3)c1 (stereo not given)	4	-3	-3	-6	0.0	1	1	2	-2.3
O=C(NCCC1CCCCN1S(=O)(=O)c1ccccc1)C(=O)NCc1ccco1 (stereo not given)	1	6	-1	3	0.0	-4	4	0	2.5
Cc1ccc(CCNC(=O)CNC(=O)c2cccs2)cc1	6	2	-1	2	0.0	1	3	0	3.9
COc1cccc(OC)c1C(=O)NC(=O)Oc1c(F)cccc1F	-3	5	0	-3	0.2	12	8	8	1.2
COc1ccc(NC(=O)c2cc3ccccc3o/c2=N\NS(=O)(=O)c2ccc(C)cc2)cc1	-5	5	1	-1	-0.3	23	6	2	-1.1
Cc1c(C(=O)N2CCCCCC2)c(S(=O)(=O)NCc2ccccc2Cl)c(C)n1C	5	0	3	12	0.2	16	-10	4	-2.3
C#CCOCCOCCOCCNc1nc(N2CCOCC2)nc(N2CCN(C(=O)Cn3cc(CC(C)O)nn3)CC2)n1 (stereo not given)	2	3	1	7	0.0	17	1	3	-1.8
O=C(NCCn1c(C(F)(F)F)nc2ccccc21)[C@H]1CCCN1c1nc(CN2CCCCC2)cs1	-1	0	-2	5	0.0	19	1	0	-2.7
NC(=O)c1ccc(NC(=O)COC(=O)c2cc([N+](=O)[O-])ccc2N2CCOCC2)cc1	0	2	-2	0	0.1	-2	-2	1	-5.0
O=C(c1ccc(F)cc1)N1CCC(C(=O)N2CCN(S(=O)(=O)c3ccccc3Br)CC2)CC1	3	0	1	-3	0.0	-3	3	0	4.4
Cc1ccc(NC(=O)CN(C)CC(=O)Nc2cccc(F)c2)cc1S(=O)(=O)N1CCCCCC1	1	6	-3	4	0.1	3	8	1	-0.5
C=CCn1c(SCC(=O)NC2CCCCC2)nnc1C(C)NC(=O)c1cccs1 (stereo not given)	-8	0	-3	-3	-0.5	2	4	0	0.4
Cc1nc(C)n(C(C)CNC(=O)c2ccco2)n1 (stereo not given)	x	x	x	x	0.0	-3	x	2	0.0
COc1ccc(CCNC(=S)Nc2cc(C)ccc2C)cc1	6	12	3	4	0.0	31	-1	0	0.4
CCC(C(=O)OCC(=O)c1ccc2c(c1)NC(=O)CO2)c1ccccc1 (stereo not given)	-3	-9	4	-2	-0.1	4	3	0	-1.6
Cc1ccc(O)c(N)c1	12	1	x	5	0.3	22	-1	2	x
Oc1ccc(N2CCN(C(c3cccs3)c3nnnn3CCc3ccccc3)CC2)cc1 (stereo not given)	2	21	3	23	0.0	-1	8	0	-3.4
COc1ccccc1CCNC(=O)CCn1c(=O)oc2ccccc21	-2	-3	3	5	0.0	-1	3	0	0.2
CC(C)c1ccc(/C=C/C(=O)NNC(=O)c2cccnc2)cc1	-3	-2	9	5	-0.3	3	0	3	-3.2
Cc1ccc(-c2ccnc3nc(-n4cccc4)nn23)o1	-3	9	-1	10	-0.3	8	-1	0	-5.1
Cc1ccc(N2CN=c3s/c(=C\c4ccccn4)c(=O)n3C2)cc1	3	1	5	2	0.2	-1	-6	0	-6.1
COc1ccc(NC(=O)CSc2ccc(NC(C)=O)cc2)cc1S(=O)(=O)N1CCCCC1	1	-19	2	0	-0.3	-1	6	0	-0.3
Cc1ccc(/C=C/C(=O)c2ccccc(=O)c2O)c(C)c1	3	26	7	17	-0.2	-5	12	4	-4.3
Cc1ccc(S(=O)(=O)CCC(=O)N2CCc3ccccc32)cc1	-7	3	3	6	-0.1	-4	-8	0	1.7
CC(C)n1ncc2c(C(=O)Nc3cccc(C#N)c3)cc(C3CC3)nc21	-16	-6	x	0	0.4	8	-7	5	x
CC1(C)C2CCC1(CS(=O)(=O)N1CCN(c3ccccc3F)CC1)C(=O)C2 (stereo not given)	2	8	-3	3	0.0	-8	-4	0	2.1
COc1ccc(Br)cc1CN1CCC(N2CCCC2)CC1	-3	0	0	7	-0.1	1	0	0	3.5
O=S(=O)(c1ccccc1)[C@@]1(c2ccc(Br)cc2)C[C@@H]2ON=C(c3cccc(Br)c3)[C@@H]2C1	-1	6	-1	6	0.0	26	-1	0	0.3
CC(=O)Nc1ccc2nc(SCC(=O)O)sc2c1	3	6	5	6	0.1	-13	8	2	-1.1
COc1ccc(NC(=O)CNc2cc(S(=O)(=O)N3CCOCC3)ccc2N2CCOCC2)c(OC)c1	x	x	x	x	-0.1	-4	3	7	x
CC(C)Oc1ccc(C2CC(=O)N(C)C2=O)cc1 (stereo not given)	6	9	-2	5	0.0	6	-3	0	-0.1
COC(=O)c1ccc(CNC(=O)COC(=O)C2CC3C=CC2C3)cc1 (stereo not given)	2	4	-1	-2	0.0	6	0	0	1.0
CNc1ccccc1C(=O)OCC(=O)c1ccc(F)cc1	2	-4	1	-1	0.5	7	0	2	-0.6
COc1ccc(-c2csc(N=C(N)N)n2)cc1	-6	5	2	1	0.0	10	5	1	-2.2
Cc1ccc(Cl)cc1NC(=O)NCCN1CCCCC1	0	10	-5	9	0.0	3	1	0	-1.7
COc1cc(OC)cc(C(=O)NNS(=O)(=O)c2ccc(F)cc2)c1	5	-4	-2	2	-0.2	6	4	0	0.8
Cc1ccc(S(=O)(=O)c2nc(S(C)(=O)=O)sc2N2CCC(C(N)=O)CC2)cc1	2	-2	-1	2	-0.1	5	5	1	1.1
COc1cc(OC)cc(C(=O)OCC(=O)NC2CCCCCC2)c1	-4	4	x	6	0.0	2	-5	5	x
C/C(=C\C(=O)c1ccncc1)Nc1ccccc1O	6	9	2	1	-0.3	2	1	1	-0.2
COc1c(C)cc(C(=O)C2CCCN(Cc3cnc(N4CCOCC4)s3)C2)cc1C (stereo not given)	-4	-1	2	3	0.1	16	-1	0	2.2
O=C(NC(=S)Nc1cccnc1)c1cccs1	-13	0	0	6	0.4	22	2	3	-0.7
Cc1cccc(/C=N/N2CCN(c3ccccc3)CC2)c1	-9	-2	0	2	0.0	-3	1	4	2.6
CC(=O)NC(CC(=O)Nc1cccc(S(=O)(=O)N2CCCC2)c1)c1ccccc1 (stereo not given)	2	-18	1	-5	0.0	8	2	2	1.1
CC1c2cc3c(cc2CCN1CC(=O)Nc1ccc(S(=O)(=O)N2CCCC2)cc1)OCCCO3 (stereo not given)	6	0	-2	4	-0.2	-2	-4	0	0.2
Cc1sc2nc3ccc(N4CCCCC4)nn3c(=O)c2c1C	0	19	3	16	-0.1	15	8	7	-14
C/C=C/C(=O)OCC(=O)Nc1ccccc1Br	1	2	4	0	-0.1	4	10	0	-3.3
COc1ccccc1OCc1cc(C(=O)N2CCN(C)C(c3ccccc3)C2)no1 (stereo not given)	0	12	4	11	-0.1	1	5	0	-1.9
Cc1cc(=O)oc2c3c(cc(OCC(=O)N4CCC[C@H]4C(=O)O)c12)OC(C)(C)CC3	6	-6	4	7	0.2	8	4	0	1.9
Cc1ccc(S(=O)(=O)NNC(=O)C(O)(c2ccccc2C)c2ccccc2C)cc1	2	-1	6	13	-0.2	12	3	3	0.5
O=C(NC1CCCC1)C(c1ccccc1)N(Cc1cccnc1)C(=O)Cc1cccs1 (stereo not given)	4	4	-1	9	-0.1	0	4	0	-0.6
CC(C)N1CC(C(=O)Nc2cccc([N+](=O)[O-])c2)CC1=O (stereo not given)	-4	4	-2	-3	-0.2	5	10	0	0.0
CCOc1ccccc1NC(=O)Cn1nnc(C(=O)NCCc2ccc(OC)c(OC)c2)c1N	-2	9	1	6	0.7	6	-2	4	1.0
CC(C)N(C(=O)[C@H]1CC(CC(=O)NCCC2=CCCCC2)C(=O)N2CCc3c([nH]c4ccccc34)[C@]12C)C(C)C (stereo not given in full)	x	x	x	x	1.1	-9	-1	2	x
COc1cc(NC(=O)C(C)C)ccc1NC(=O)c1cc2ccccc2o1	22	0	2	1	0.0	10	1	0	3.7
O=C(/C=N/O)NCC1CCNCC1	5	0	-5	-2	-0.1	7	-9	0	2.0

Record cards, from the list above. Order of values: PME-1 primary | MCL1 BIM primary | Fam108B inh | BCLXL inh | Efflux pump inh | VLA-4 inh | GLD-1 TGE inh | GRK2 inh | MEX-5 binding
Record of C/C=C/C(=O)OCC(=O)Nc1ccccc1Br → 1 | 2 | 4 | 0 | -0.1 | 4 | 10 | 0 | -3.3
Record of CC(C)N(C(=O)[C@H]1CC(CC(=O)NCCC2=CCCCC2)C(=O)N2CCc3c([nH]c4ccccc34)[C@]12C)C(C)C (stereo not given in full) → x | x | x | x | 1.1 | -9 | -1 | 2 | x
Record of O=C(NC1CCCC1)C(c1ccccc1)N(Cc1cccnc1)C(=O)Cc1cccs1 (stereo not given) → 4 | 4 | -1 | 9 | -0.1 | 0 | 4 | 0 | -0.6
Record of Cc1ccc(S(=O)(=O)NNC(=O)C(O)(c2ccccc2C)c2ccccc2C)cc1 → 2 | -1 | 6 | 13 | -0.2 | 12 | 3 | 3 | 0.5

Next part:
SMILES	PME-1 primary	MCL1 BIM primary	Fam108B inh	BCLXL inh	Efflux pump inh	VLA-4 inh	GLD-1 TGE inh	GRK2 inh	MEX-5 binding
C/C(CC(=O)Nc1ccc(OCc2ccccc2)cc1)=N\NC(=O)C(=O)Nc1ccc(C)c(Cl)c1	-5	6	-3	3	0.1	1	7	0	-0.7
COc1ccc(C(=O)NNC(=O)CCC(=O)NNC(=O)c2ccc(OC)cc2)cc1	-3	14	-4	1	-0.1	3	1	1	-2.9
CN(C)CC/C=C1/c2cc(F)ccc2CSc2ccc(F)cc21	3	0	0	3	0.2	12	-3	0	0.0
Cc1cc(NC(=O)CCC(=O)N(CC(=O)NCC2CCCO2)c2ccc(F)c(Cl)c2)no1 (stereo not given)	-2	1	1	7	0.4	-4	-2	0	0.3
Fc1ccc(CSc2ccc3nnc(-c4cccnc4)n3n2)cc1	5	1	0	-4	0.1	5	7	2	-0.1
CCN(CC)S(=O)(=O)c1ccc(C(=O)NNC2=NS(=O)(=O)c3ccccc32)cc1	-9	1	5	1	0.0	5	3	0	-3.4
O=C(COC(=O)CN1C(=O)NC2(CCCCC2)C1=O)Nc1cc(F)ccc1F	x	x	x	x	-0.1	16	1	8	x
CSc1cccc(NC(=S)N2CCC(N(C)C3CCCC3)CC2)c1	0	0	-4	-1	0.3	6	-2	0	0.7
COc1ccccc1C/C(N)=N/OC(=O)COc1cccc2ccccc12	-5	4	-1	0	0.3	-1	8	0	1.6
Cc1nc2ccccc2n1C(=O)N(C)C	-1	-1	2	-8	0.0	9	2	1	2.0
O=C(N/C(=C\c1ccccc1)C(=O)N1CCOCC1)c1ccco1	-12	7	42*	2	0.0	-4	-5	1	1.0
Cc1ccc(C(=O)Nc2cccc(-c3ccc(N4CCOCC4)nn3)c2)cc1	3	-3	1	2	0.4	1	-1	2	1.8
COc1cccc(/C=N/NC(=O)c2cnn(-c3ccccc3)c2N)c1	-9	4	-4	1	0.3	11	3	0	1.7

Screening data as filed in PubChem BioAssay.
